# HCV inh: blocks hepatitis C virus; Huh7.5.1 HCVcc-Cre infection, luciferase reporter, 44 h; Potency, µM (doses to about 41.8 µM), inactives show at the top dose activity change, negative = inhibition, most hits filed as inhibitors; 340,000 tested, 3.4% active; further: potency means the concentration at half of the fitted maximal effect
#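 After 44 h co-culture of compound, cells and HCVcc-Cre (~0.5 moi), substrate is added for 15 min at room temperature and luciferase measured over 15 sec. Cells were seeded at 1,000/well and pre-cultured 4 h.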
# LmPK inhibitor: LmPK (Leishmania mexicana) enzyme inhibition; Q27686; purified LmPK, Kinase-Glo ATP luminescence, 1 h; Potency, µM (doses to about 57.5 µM), inactives show top-dose activity change, negative = inhibition, actives largely listed as inhibitors; 290,000 tested, 0.37% active; AID 1721; further: potency means the concentration at half of the fitted maximal effect
# Target sequence (Q27686 whole entry, looked up): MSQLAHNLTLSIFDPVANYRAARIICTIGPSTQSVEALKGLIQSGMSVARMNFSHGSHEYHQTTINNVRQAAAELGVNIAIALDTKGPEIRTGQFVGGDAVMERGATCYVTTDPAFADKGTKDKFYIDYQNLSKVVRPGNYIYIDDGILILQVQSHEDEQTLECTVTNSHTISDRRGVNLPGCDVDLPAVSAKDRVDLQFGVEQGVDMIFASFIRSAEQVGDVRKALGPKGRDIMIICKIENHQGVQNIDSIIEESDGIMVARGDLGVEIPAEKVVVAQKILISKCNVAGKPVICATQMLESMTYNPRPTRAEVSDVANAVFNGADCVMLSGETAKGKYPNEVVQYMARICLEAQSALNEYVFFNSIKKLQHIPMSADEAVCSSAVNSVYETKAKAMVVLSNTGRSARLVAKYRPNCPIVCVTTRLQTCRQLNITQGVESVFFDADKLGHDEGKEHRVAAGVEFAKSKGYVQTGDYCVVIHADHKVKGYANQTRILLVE
#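 0.1 nM LmPK, 0.5 mM PEP, 0.1 mM ADP; 50 mM imidazole pH 7.2, 7 mM MgCl2, 50 mM KCl; 1 h RT. Kinase-Glo luminescence readout, normalized to no-enzyme (full inhibition) and uninhibited wells.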
# TbPYK inhibitor: blocks Trypanosoma brucei pyruvate kinase | Q57TT1 | TbPYK enzyme, Kinase-Glo Plus ATP luminescence, 45 min | Potency, µM (top dose mostly 76.8 µM), for inactives: at the top dose activity, negative = inhibition, usual class: inhibitors | 410,000 tested, 0.12% active | AID 624173; further: potency means the concentration at half of the fitted maximal effect; nearly all actives have a fitted effect of over 50% in size
#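 ADP (130 uM final) triggers the TbPYK reaction after compound addition; incubation is 45 min at room temperature. Kinase-Glo Plus is then added and luminescence imaged. Normalized data are fitted to concentration-effect curves.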
# AmpC inh no detg: blocks E. coli AmpC beta-lactamase in detergent-free assay; AmpC nitrocefin hydrolysis, absorbance 480 nm, 0.0001% Triton; 330,000 tested, 0.52% active; Potency, µM (series often up to 57.1 µM), without a hit: at the top dose activity change, negative = inhibition, hits mostly inhibitors; AID 485341;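 further: potency means the concentration at half of the fitted maximal effect; plate controls were no compound for no effect and no enzyme for full effect; nearly all actives have a fitted effect of over 20% in size; some results filed as inactive show a strong effect at the top dose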
# Target sequence (P00811 whole entry, looked up): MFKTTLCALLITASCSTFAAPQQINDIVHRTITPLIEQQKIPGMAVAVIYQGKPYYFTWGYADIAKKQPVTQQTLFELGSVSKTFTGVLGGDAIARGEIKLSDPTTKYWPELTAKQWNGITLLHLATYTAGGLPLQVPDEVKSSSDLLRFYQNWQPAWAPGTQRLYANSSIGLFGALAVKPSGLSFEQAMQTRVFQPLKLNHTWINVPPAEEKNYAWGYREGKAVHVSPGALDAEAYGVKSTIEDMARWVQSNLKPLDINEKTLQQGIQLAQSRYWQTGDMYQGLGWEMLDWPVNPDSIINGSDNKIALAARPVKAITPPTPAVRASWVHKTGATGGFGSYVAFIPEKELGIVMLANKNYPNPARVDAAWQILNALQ
#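 AmpC (5.3 nM in the dispensed reagent) in 20 mM phosphate pH 7.0 with 0.01% (detergent screen) or 0.0001% Triton X-100 was preincubated with compounds for 15 min at room temperature. Nitrocefin was then added from an 800 uM solution, and hydrolysis was followed at 480 nm.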
# HCMV antiviral: blocks human cytomegalovirus replication; HFF cells, HCMV-luciferase reporter, 72 h; stronger effect = lower value; AID 1259415; 410,000 tested, 4.5% active; activity change, negative = inhibition, % at 57.5 µM; in the data active means activity change below about -60%; inconclusive means no clear call, values can overlap the other calls; inactive means above about -39%
#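 Human foreskin fibroblasts infected with luciferase-reporter HCMV at MOI 1 PFU/cell, compounds at two doses. Luciferase measured 72 h post infection; normalized to buffer-only basal and Salinomycin (10uM) controls.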
# AmpC inh detg: AmpC beta-lactamase inhibition with detergent present; AID 485294; Potency, µM (doses to about 114 µM), without a hit: at the top dose activity change, negative = inhibition, most hits filed as inhibitors; AmpC hydrolysis of nitrocefin, absorbance 480 nm, 0.01% Triton; 370,000 tested, 0.041% active;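 further: potency means the concentration at half of the fitted maximal effect; 0% = no-compound wells and -100% = no-enzyme wells; nearly all actives have a fitted effect of over 25% in size; some results filed as inactive show a strong effect at the top dose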
#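 AmpC (5.3 nM in the dispensed reagent) in 20 mM phosphate pH 7.0 with 0.01% (detergent screen) or 0.0001% Triton X-100 was preincubated with compounds for 15 min at room temperature. Nitrocefin was then added from an 800 uM solution, and hydrolysis was followed at 480 nm.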
# AMA1 RON2 block: inhibitors of Plasmodium falciparum AMA1-RON2 interaction | AID 720542 | Potency, µM (doses to about 58.2 µM), for inactives: top-dose activity change, negative = inhibition, hits mostly inhibitors | AlphaScreen AMA1-biotinylated RON2 peptide binding | 360,000 tested, 0.2% active;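 further: potency means the concentration at half of the fitted maximal effect; 0% = vehicle wells and -100% = peptide control; nearly all actives have a fitted effect of over 45% in size; some results filed as inactive show a strong effect at the top dose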
#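 AMA1 (3D7) with his tag at 25 nM final met compounds first, then biotinylated RON2 peptide at 25 nM; detection used donor plus acceptor beads, 10 µg/mL apiece, read by AlphaScreen after 30 min at room temperature.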
# * hit, by the source's call; ? = inconclusive; nt = not tested or not shown; & = joins results of further samples; [ ] = remark or other dose. Unless noted, the call rests on the fitted dose curve; in most records, active means well fitted curve in the direction sought with a large enough effect; inconclusive means small, poorly fitted or top-dose-only effect, or another doubt; inactive means no such curve, though single readings can be large; an effect the other way counts as inactive or inconclusive. Unless noted, on the % scale 0 is the no-effect control and ±100 the full control effect.
SMILES	AmpC inh detg	LmPK inhibitor	AmpC inh no detg	AMA1 RON2 block	HCMV antiviral	TbPYK inhibitor	HCV inh
CC(CCC(C)C(C)(C)C)[C@@H]1CC[C@H]2C3C[C@H](OS(O)(=S)=S)[C@H]4C[C@H](OS(O)(=S)=S)[C@@H](OS(O)(=S)=S)C[C@]4(C)[C@H]3CC[C@]12C (stereo partly drawn) (tested in a mixture with another compound)	nt	nt	-18%&23%	-6%	nt	-3%	2.5µM*
COc1ccc2c(c1)c1c(c(=O)n(-c3cccc(C)c3)c(=O)n1CC(=O)NCc1ccc(C)cc1)n2C	8%	nt	nt	nt	-3	-12%	nt
COc1cc(/C=C2\SC(=Nc3ccc(N4CCOCC4)cc3)N(C)C2=O)ccc1OC(C)C(=O)O (stereo not drawn)	-12%	2%	-1%	-15%	-5	4%	9%
COc1ccc(NC(=O)CO/N=C2/CCCc3nonc32)c(OC)c1	1%	-12%	5%	-10%	59	2%	-15%
Cc1ccccc1Nc1nc(N)nc(CSc2nnnn2-c2ccccc2)n1	1%	-3%	-14%	41%[activator]	?	-7%	-21%
Cc1ccc(C(=O)OCC(=O)NC(C)C)cc1S(=O)(=O)N1CCOCC1	-8%	-5%	3%	13%	22	-1%	9%
COc1ccc(OC)c(CCNC(=O)CSc2ccsc2[N+](=O)[O-])c1	-13%	5%	-34%	-6%	10	-1%	?
COc1ccc(-c2cc(C(=O)Nc3ccc4c(c3)OCO4)no2)cc1OC	-7%&-6%	-2%	-9%	-6%	2&-1	-6%&1%	10%
CCOC(=O)C1C2C=CC3(CN(c4ccc(Cl)c(F)c4)C(=O)C13)O2 (stereo not drawn)	-10%	-5%	-10%	16%	-22	1%	1%
CC(C)(C)OC(=O)NC(=NCCCc1cn(CC(=O)N2CCN(C(=O)OC(C)(C)C)CC2)nn1)NC(=O)OC(C)(C)C	3%	2%	173%[activator]	-8%	-3	0%	-5%[8.37 µM]
CC1=C(C(=O)N(C(C)C)C(C)C)CC(CC(=O)NC2CCCCC2)C(=O)N1CCC1=CCCCC1 (stereo not drawn)	nt	nt	nt	-1%	-30	1%	nt
COCCCn1c(=O)/c(=C\c2ccc(OC(F)F)c(OC)c2)s/c1=C(/C#N)C(=O)NCCOC	-4%	1%	4%	5%	0	-1%	9%
Nc1ccc(C23CC4CC(CC(CO)(C4)C2)C3)cc1	-13%	1%	11%	-3%	69	1%	15%
CCC(CC)C(=O)NCCc1cc2c(OC)ccc(OC)c2[nH]c1=O	-1%	-2%	-20%	0%	0	-8%	-15%
COCCC1CCCCN1C(=O)c1cc(COc2cccc(C(C)=O)c2)on1 (stereo not drawn)	-1%	-6%	61%[activator]	0%	34	3%	?
COc1ccc(NC(=O)c2cc(C3CCCCN3S(=O)(=O)c3ccccc3)on2)c(C)c1 (stereo not drawn)	nt	nt	nt	-9%	-36	1%	nt
O=C(NCC1CCCO1)c1cc2c([nH]c3ccccc32)c(-c2cccc(Br)c2)n1 (stereo not drawn)	-2%	-1%	-24%	7%	-72*	0%	2µM*
C/C(=N\NC(=O)c1ccncc1)c1cccc(NC(=O)c2ccc(Cl)s2)c1	-5%	-12%	-34%	79%[activator]	8	-4%	-16%
CCCCc1nc2sc3c(SCC(=O)NCc4ccco4)ncnc3c2c2c1CCC2	-3%	0%	-15%	-14%	-27	2%	-26%
NC(=S)N/N=C/c1coc2ccc(Br)cc2c1=O	-2%	-3%	-17%	98%[activator]	?	-2%	0%

# Two entries picked at random from those above, as already listed:
SMILES	AmpC inh detg	LmPK inhibitor	AmpC inh no detg	AMA1 RON2 block	HCMV antiviral	TbPYK inhibitor	HCV inh
COCCCn1c(=O)/c(=C\c2ccc(OC(F)F)c(OC)c2)s/c1=C(/C#N)C(=O)NCCOC	-4%	1%	4%	5%	0	-1%	9%
NC(=S)N/N=C/c1coc2ccc(Br)cc2c1=O	-2%	-3%	-17%	98%[activator]	?	-2%	0%

# Following part.
SMILES	AmpC inh detg	LmPK inhibitor	AmpC inh no detg	AMA1 RON2 block	HCMV antiviral	TbPYK inhibitor	HCV inh
CC(C)c1nc2ccc(C(=O)NCCCN3CCN(c4cccc(Cl)c4)CC3)cc2o1	13%	nt	nt	nt	?	-6%	nt
Cc1ccc(SCCn2nc(C(=O)O)c3ccccc3c2=O)cc1	-12%	-1%	-22%	11%	19	10%	2%
CCC1(c2ccc(F)cc2)NC(=O)N(CC(=O)N2CCc3ccccc3C2)C1=O (stereo not drawn)	-14%	nt	33%	0%	-25	-4%	7%
CC(C(=O)Nc1sc2c(c1C(=O)NCc1ccco1)CCCC2)N1C(=O)c2ccccc2C1=O (stereo not drawn)	1%	6%	-18%	9%	-14	1%	-13%
COc1ccccc1N1CCN(C(=O)c2ccc(S(=O)(=O)N3CCCCC3)cc2)CC1	?	-1%	63%[activator]	-7%	-20	-6%	1%
Cc1ccc(S(=O)(=O)N2CCN(Cc3ccccc3Cl)CC2)cc1	-10%	nt	nt	nt	7	-2%	nt
COc1ccc(NC(=O)NCc2ccccn2)cc1OC	-6%	-3%	-11%	8%	-8	4%	10%
CCCC(=O)Nc1cccc(-c2nc3cc(C)c(C)cc3o2)c1	-22%	-16%	-13%	2%	133	3%	?
Cc1cccc(NC(=O)CSCC(=O)Nc2ccccc2C(=O)NC2CC2)c1	-11%	nt	0%	5%	3	-3%	-3%
O=C(Nc1cc2c(oc1=O)CCCC2=O)c1ccc(Cl)cc1	1%	1%	-16%	?	38	-9%	16%
O=C(CNC(=O)c1ccc(Br)o1)NCc1ccccc1	5%	2%	-9%	-9%	-27	2%	14%
C/C(=N/O)c1ccc2ccc3ccccc3c2c1	nt	nt	nt	7%	69	-2%	?
COc1ccc(COC(=O)CCS(=O)(=O)c2ccc(C)cc2)cc1	?	nt	1%	26%	4	-1%	-16%
CCN1CSC(=S)N(Cc2ccccc2)C1	-9%	-1%	-28%	3%	?	1%	11µM*
C/C(=N\NC(=O)c1ccc(-c2ccccc2)cc1)C1C(=O)c2ccccc2C1=O	1%	-2%	142%[activator]	59%[activator]	36	2%	?
C/C(=N\NC(=S)NCCc1ccccc1)c1ccc(Cl)cc1Cl	7%	-5%	-5%	51%[activator]	1	-8%	-26%
CN1C(=O)c2ccc(C(=O)Nc3ccccc3O)cc2C1=O	-12%	1%	-24%	-5%	-2	4%	13%
O=[N+]([O-])c1ccccc1NCCNc1ncc(C(F)(F)F)cc1Cl	-5%	4%	?	-12%	13	4%	?
C(=N\N1CCN(C2c3ccccc3-c3ccccc32)CC1)/c1ccncc1	?	2%	-3%	-7%	-8	-4%	15%
CCOc1ccc(NC(=O)CSc2nc3ccccc3c(=O)n2CCCC(=O)NCCCN2CCCC2=O)cc1	3%	14%	210%[activator]	-11%	-28	1%	?
COc1ccccc1C(=O)N1CCN(C2CCN(Cc3ccccc3)CC2)CC1	3%	-8%	nt	5%	17	0%	-13%
Cc1ccc(-c2cc(C(=O)N/N=C/c3ccc(Cl)cc3)n[nH]2)o1	-6%	6%	-30%	-4%	-33	3%	-17%
COc1ccc(CN(Cc2cccnc2)S(=O)(=O)c2ccc(-n3cnnn3)c(C)c2)cc1OC	-16%	5%	94%[activator]	-2%	14	-4%	-16%
CSc1nnc(C)c(=O)n1COC(=O)COc1ccc(Cl)cc1	2%	0%	-12%	-4%	-17	0%	4%
O=C1c2ccccc2C(Nc2ccc3c(c2)OCCO3)N1Cc1ccccc1 (stereo not drawn)	?	10%	-11%	?	nt	-3%	?
Cc1ccc(C)c(OCC(=O)Nc2nonc2NC(=O)COc2cc(C)ccc2C)c1	-2%	-4%	nt	-8%	33	-12%	-20%
Nc1cccc(CCc2ccncc2)c1	2%	-4%	-60%	8%	29	0%	-5%
CCOC(=O)C[n+]1c(C)csc1C	2%	-3%	-10%	5%	-4	-10%	0%
Cn1nccc1-c1coc2c(C(=O)NCc3ccccc3)cccc12	nt	nt	nt	1%	46	4%	nt
CCOc1ccc(NC(=O)Cn2c(=O)n(Cc3ccco3)c(=O)c3oc4ccccc4c32)cc1	8%	nt	nt	nt	17	-13%	nt

# A different layout for part of the listing above:
# Every second line gives: AmpC inh detg	LmPK inhibitor	AmpC inh no detg	AMA1 RON2 block	HCMV antiviral	TbPYK inhibitor	HCV inh
- Nc1cccc(CCc2ccncc2)c1
 : 2%	-4%	-60%	8%	29	0%	-5%
- CCOC(=O)C[n+]1c(C)csc1C
 : 2%	-3%	-10%	5%	-4	-10%	0%

# (next part)
SMILES	AmpC inh detg	LmPK inhibitor	AmpC inh no detg	AMA1 RON2 block	HCMV antiviral	TbPYK inhibitor	HCV inh
O=C1NC2=C(C(=O)CCC2)C(c2ccc3ncccc3c2)N1 (stereo not drawn)	-9%	-8%	-18%	-5%	3	3%	6%
O=C(c1ccccc1)c1c[nH]c(C(=O)NCCCN2CCOCC2)c1	-4%	4%	-23%	6%	21	nt	1%
Cn1c2ccc(Cl)cc2c2nc3ccccc3nc21	-14%	6%	6%	23%	88	1%	-2%
COc1cc(O)c(C(CCN2CCCC2)c2cc(OC)c(OC)c(OC)c2)c(OC)c1 (stereo not drawn)	-2%	5%	44%	-6%	1	-4%	3%
CCOC(=O)N1CCN(c2ncnc3c2[nH]c2ccc(F)cc23)CC1	0%	3%	-33%	27%	-81*	-4%	8.9µM*
O=C(NCCC1=CCCCC1)C1CCN(S(=O)(=O)N2CCCC2)CC1	-2%	10%	14%	1%	19	0%	0%
COc1cc(C(C)=O)ccc1OCCCOc1cccc2cccnc12	0%	12%	93%[activator]	13%	43	-9%	-12%
Cc1cc2nc(-c3ccccc3)c(CC(C)(C)C)n2c(C)c1Br	nt	nt	nt	-1%	-4	-9%	nt
CSc1nnc(-c2sc(-c3ccccc3)nc2C)n1C	-10%	-5%	-16%	0%	-28	-9%	23%
N#Cc1ccc2c(c1)C[C@]1(c3ccsc3)OC3=C(C(=O)OC4(CCCCC4)C3)C2O1	?	-2%[11.5 µM]	-25%[11.4 µM]	nt	nt	nt	nt
CC(C)[C@H](NC(=O)OCc1ccccc1)C(=O)OCC(=O)N1CCCCC1	nt	nt	nt	-3%	101	-5%	28%
OCC1OC(n2cnc3c(SCc4ccccc4)ncnc32)C(O)C1O (stereo not drawn)	nt	nt	nt	6%	-26	-16%	21%
O=c1c2[nH]c3ccccc3c2ncn1CCCn1ccnc1	?	-6%	-16%	-11%	106	6%	17%
